# PglD inh: C. jejuni PglD acetyltransferase inhibitors, primary screen, biochemical, DTNB colorimetric, single point | UDP-N-acetylbacillosamine N-acetyltransferase PglD (Campylobacter jejuni) | purified PglD enzyme, DTNB colorimetric CoA detection | inhibition, % at 12.5 µM | hit rate 0.098% among 360,000 | AID 602405, 2012; in the data active = inhibition above about 16%, passing the limit was not always enough; inconclusive = no clear call, values can overlap the other calls; also: strong numbers were not always called active
# C2C12 statin: suppressors of statin myotoxicity in C2C12 myotubes, primary screen, cell-based, single point, plate reader. rescue of ATP level, % at 7.49 µM. C2C12 myotubes + simvastatin, ATP luminescence, 48 h; scaled: DMSO 0, geranylgeraniol control 100. hit rate 0.78% among 330,000. AID 602340, 2012;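 active = mean ATP rescue above about 67%, or every replicate alone reaching that limit, limit read from the data, passing the limit was not always enough; inconclusive = no clear call, values can overlap the other calls; inactive = mean under the limit and some replicate under it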;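 also: myotubes were challenged with 10 µM simvastatin during compound exposure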
# The depositor's hits bear a star; ? = inconclusive. The list is partial; count on the stated rates, not on these rows.
SMILES,PglD inh,C2C12 statin
O=C(NC1CCCC1)C(c1c[nH]c2ccccc12)N(C(=O)Cn1nnc(-c2ccc(Cl)cc2)n1)c1ccccc1 (stereo unspecified),2.2,13.9
CCCCSC(=S)N(C)C1CCS(=O)(=O)C1 (stereo unspecified),-1.9,16.7
CCOC(=O)C(CC)/C(C)=N/NC(=O)c1ccc([N+](=O)[O-])cc1 (stereo unspecified),-0.2,2.0
O=C(N1CCOCC1)N1CCCN(C(=O)N2CCOCC2)CC1,-2.3,2.7
Cc1ccc(N2CC(C(=O)NCc3ccc4c(c3)OCO4)CC2=O)cc1C (stereo unspecified),-3.1,26.5
Cc1ccc(-c2nnn(CC(=O)N(Cc3cccs3)C(C(=O)NC3CCCCC3)c3ccco3)n2)o1 (stereo unspecified),-6.1,0.0
CCCC(c1nnnn1Cc1ccc(OC)cc1)N1CCN(c2ccccc2)CC1 (stereo unspecified),-0.3,136.6*
O=C(COC(=O)C12CC3CC(CC(C3)C1)C2)Nc1ccc(OC(F)F)cc1,-4.0,4.2
CC1(C)CC(=O)C(C(c2ccccc2F)C2C(=O)CC(C)(C)CC2=O)C(=O)C1,-3.1,3.1
CC(=O)CCc1ccc(OCCCCn2cncn2)cc1,-1.9,-5.8
COC(=O)C(/C=N/OCc1ccc([N+](=O)[O-])cc1)NC(=O)c1ccccc1 (stereo unspecified),11.0,-11.4
COCCn1nnnc1C(c1cc2cc(C)cc(C)c2[nH]c1=O)N1CCN(c2ccccc2F)CC1 (stereo unspecified),-6.2,33.5
Cc1ccc(SC(C)C(=O)Nc2ccccc2C(=O)N2CCOCC2)cc1 (stereo unspecified),-13.3,-7.9
CN(Cc1ccco1)C(=O)C1CCC(=O)N1Cc1ccc(F)cc1 (stereo unspecified),-1.7,12.1
Cc1cccc(-c2nnc(SCCOc3ccc4c(C)cc(=O)oc4c3)o2)c1,3.0,-6.1
Cc1nc2ccc(Cl)cc2nc(C)/c1=N\O,-3.4,-5.6
C=CCn1c(N)c(C(=O)NCc2ccco2)sc1=S,0.5,49.7
Cc1ccc(C)c(NC(=O)c2ccc(OC(=O)c3ccco3)cc2)c1,3.3,23.5
COCCN1C(=O)C(CC(=O)Nc2ccccc2)SC1=Nc1ccc(OC)cc1 (stereo unspecified),0.7,-14.3
CC(=O)c1cc2c(cc1NC(=O)CN1CCN(c3ccc(F)cc3)CC1)OCO2,-7.5,1.8
COc1cc(/C=C/C(=O)N2CCN(CC(O)COc3ccccc3)CC2)cc(OC)c1OC (stereo unspecified),-3.8,6.6
CCOC(=O)C1CCN(S(=O)(=O)c2cc(Br)cc3c2N(C(C)=O)C(C)C3)CC1 (stereo unspecified),-3.4,88.2*
COc1cc(S(=O)(=O)NCC2CCCO2)ccc1Br (stereo unspecified),-1.3,1.2
CCOC(=O)CSc1nnc(CNC(=O)c2ccco2)n1C,-2.3,-5.8
O=S(=O)(NCCCCCNS(=O)(=O)c1ccc(F)cc1)c1ccc(F)cc1,-0.2,12.8
Oc1ccc(Cl)cc1-c1cc(-c2cccc(Br)c2)n[nH]1,1.9,-1.0
Cc1ccccc1CSc1nnc(-c2cccnc2)n1N,-2.0,-4.4
CCCCN(C(=O)Cn1nnc2ccccc21)C(C(=O)NCc1ccco1)c1ccncc1 (stereo unspecified),-2.5,2.4
COC(=O)COc1ccc(S(=O)(=O)NCC2CCCO2)cc1Cl (stereo unspecified),-2.4,0.9
CC1=N/C(=C\c2ccc([N+](=O)[O-])cc2)C(=O)N1c1ccc(Cl)cc1,-3.9,7.6
N#Cc1c(/N=C/c2ccco2)sc2c1CCCCC2,1.2,?
COc1cc(C(c2c(C)[nH][nH]c2=O)c2c(C)[nH][nH]c2=O)ccc1OS(=O)(=O)c1ccc(C)cc1,8.2,10.1
CCOC(=O)Cc1nnc(NC(=O)C(CC)Sc2nnc3c4ccccc4n(C)c3n2)s1 (stereo unspecified),3.7,8.7
O=C(c1ccco1)N1CCN(C(=O)C2CCN(S(=O)(=O)c3cnc[nH]3)CC2)CC1,0.4,0.2
Cc1n[nH]c(C)c1N1C(=O)c2cccc3c(N4CCCCCC4)ccc(c23)C1=O,2.8,-2.7
Cc1cc(-c2ccc(Cl)cc2)n2nc(N)nc2n1,3.9,0.6
CCC12CN3CC(CC)(CN(C1)C3c1ccccc1Cl)C2O (stereo unspecified),-2.0,4.8
C=CCSc1nnc(-c2ccccc2NC(=O)CC)c(=O)[nH]1,-21.6,15.6
COCCn1nnnc1C(CC(C)C)N1CCN(C(=O)c2ccco2)CC1 (stereo unspecified),-4.0,-4.3
CCOC(=O)c1cc(-c2nnc(-c3cc(OC)c(OC)c(OC)c3)o2)c(C)nc1C,2.6,-33.8
COC(=O)c1ccc(NC(=O)N2CCOCC2)cc1,2.4,-4.7
COc1cccc(C(=O)CSc2nnc(CNS(C)(=O)=O)n2-c2ccc(C)cc2)c1,-9.3,28.5
O=C(CN1CCN(c2ccccn2)CC1)Nc1ccc(Oc2ccccc2)cc1,-7.0,11.0
Cc1ccnc(SCCn2c(Br)nc3c2c(=O)[nH]c(=O)n3C)n1,-39.3,2.8
CC1=C(C)CC(C(=O)N2CCN(Cc3ccccc3)CC2)C(C(=O)O)C1 (stereo unspecified),2.8,3.2
Cc1ccccc1S(=O)(=O)Cc1ccc(C(=O)NCc2cccnc2)o1,5.2,-4.7
COc1ccc(OC(=O)c2ccncc2)cc1,6.8,-0.8
COc1ccc(-n2c(COc3ccc(C)cc3)nnc2SCc2ccc(C#N)cc2)cc1,1.1,-13.0
O=C(Nc1ccccc1N1CCCCC1)c1cccc(F)c1,7.1,-6.3
Cc1ccc(C=Nc2cc([N+](=O)[O-])ccc2C)s1,-13.3,7.1
Cn1c(=O)c2c(ncn2CC(=O)Nc2nc3ccc(F)cc3s2)n(C)c1=O,-1.3,-13.8
COc1ccc(-c2nnn(CC(=O)N(C3CCCC3)C(C)C(=O)NC3CCCC3)n2)cc1OC (stereo unspecified),-1.1,-2.8
COc1ccc(N(CC(O)CN2C(=O)NC(C)(C)C2=O)S(=O)(=O)c2ccccc2)cc1 (stereo unspecified),-6.2,0.0
O=C(CSc1ccccc1C(=O)O)NC1CCCCCCC1,3.5,7.7
CC(NC(=O)Nc1ccccc1)C(c1ccccc1)N1CCOCC1 (stereo unspecified),0.6,-6.2
CS(=O)(=O)c1cnc2c(-c3ccc(F)cc3)cnn2c1N,-2.0,-5.8
COc1ccccc1NC(=O)CN1CCN(C(=O)c2ccco2)CC1,0.4,-4.6
Nc1nc(SCC(=O)Nc2ccc(Oc3ccccc3)cc2)n[nH]1,-5.7,3.0
COc1cccc(/C(O)=C2/C(=O)C(=O)N(CCN3CCOCC3)C2c2cccs2)c1 (stereo unspecified),-4.4,5.3
Cc1nc(NC(=S)NC(=O)c2ccccc2)sc1C(=O)N(C)C,-2.2,2.8

# 2 of the compounds above, as labelled records.
O=C(N1CCOCC1)N1CCCN(C(=O)N2CCOCC2)CC1
  PglD inh: -2.3 | C2C12 statin: 2.7

CS(=O)(=O)c1cnc2c(-c3ccc(F)cc3)cnn2c1N
  PglD inh: -2.0 | C2C12 statin: -5.8

# (cont.)
SMILES,PglD inh,C2C12 statin
C(=N\Nc1ncnc2sc3c(c12)CCC3)/c1cccs1,-2.9,-3.9
O=C(CSc1nc(-c2ccco2)cc(C(F)(F)F)n1)N1CCN(c2ccc(Cl)cc2)CC1,6.9,-3.3
Cc1cn(C(=O)c2ccccc2)c(=S)n1-c1ccc(Cl)cc1,-5.2,1.6
Cn1c2ccccc2c2cc(C(=O)N3CCOCC3)sc21,3.0,-5.7
Cc1ccccc1NC(=O)C1CCCN1C(=O)NC1CCCCC1 (stereo unspecified),4.4,-9.3
CCC(=O)N1CCCc2cc(S(=O)(=O)N3CCN(C4CCCCC4)CC3)ccc21,2.8,31.2
Cc1ccc(N2C(=O)CCSC23C(=O)Nc2ccccc23)cc1 (stereo unspecified),4.8,-22.0
O=C(c1ccccc1)C(Sc1ncn[nH]1)c1ccccc1 (stereo unspecified),6.6,10.6
COc1ccc(C2SC[C@@H](C(=O)O)N2C(C)=O)cc1 (stereo partly specified),-0.8,8.3
COc1ccc(Nc2c3c(c(C#N)c4nc5ccccc5n24)CCC3)cc1,2.4,-74.8
COc1ccc(C(=O)c2ccccc2)cc1Br,-0.7,4.7
Cc1cccc(OCCCCCNCCO)c1,0.2,4.8
CCOC(=O)CSc1ncnc2c1cnn2-c1ccc(Cl)cc1,1.1,6.0
COc1ccc(OC)c(CNc2nc3ccccc3n2CCN2CCCCC2)c1,-1.9,-7.7
CCCC(=O)NCCc1ccc(S(N)(=O)=O)cc1,-6.7,-2.5
C=CCn1c(O)c(N=NC(=O)c2ccc3c(c2)OCO3)c2ccccc21,-1.0,-9.7
Cc1ccc(NC2=NCC(=O)N2Cc2ccc3c(c2)OCO3)c(C)c1,-1.7,10.6
CC(C)c1cc(N2CCC(=O)NC2=O)cc(C(=O)O)c1O,-5.4,4.0
O=C(CCc1ccccc1)Nc1c(F)cccc1F,0.3,5.9
CCOC(=O)c1sc(Nc2nc3c(OC)cccc3s2)nc1C,-1.0,106.2*
CCOC(=O)c1cccnc1SC(CC)C(=O)NCc1ccco1 (stereo unspecified),3.4,27.7
CCC(C)NC(=O)CC(NS(=O)(=O)c1ccc(Cl)cc1)c1ccco1 (stereo unspecified),8.8,2.4
CCOC(=O)c1c(NC(=O)CN2CCOCC2)sc(C(=O)NC)c1C,4.8,-24.5
Cc1nc2ncnn2c(C)c1CCC(=O)NCc1ccccc1,-1.6,4.9
Cc1cc(N2CCC(C(N)=O)CC2)nc(-c2ccccc2)n1,-4.2,-2.2
O=C(Nc1ccn(Cc2ccccc2F)n1)c1ccc(COc2ccccc2Cl)cc1,2.2,18.5
CCOC(=O)c1cc[n+](CC(=O)c2ccc(F)cc2)cc1,-8.0,2.1
O=C(NNC(=O)c1ccccc1-n1cccc1)c1cccc(Cl)c1,5.0,5.5
Nc1cccc(C(=O)Nc2ccccc2Cl)c1,-0.8,6.9
Cc1c(Cl)cccc1NC(=O)CSCC(N)=O,-2.1,0.7
CC(C)OC(=O)c1cccnc1N1CCN(c2ccc(F)cc2)CC1,5.4,-1.6
O=C(CCC(=O)OCC(=O)c1ccc(Cl)cc1)NC1CCCCC1,1.3,3.2
Cc1ccc(NC(=O)CC2Nc3ccccc3NC2=O)cc1Cl (stereo unspecified),-0.5,-19.9
COc1ccc(/C=C2\CCc3ccccc3C2=O)cc1Cn1cccn1,1.2,1.8
Cc1c(C(=O)OCCOC(C)C)[nH]c2c1C(=O)CC(c1ccco1)C2 (stereo unspecified),1.4,-34.2
C=CCn1c(SCC(=O)/C(C#N)=C(\C)N)nc2sc(C)c(C)c2c1=O,2.0,-28.2

# As a working copy, part of the list above.
SMILES,PglD inh,C2C12 statin
CCOC(=O)c1sc(Nc2nc3c(OC)cccc3s2)nc1C,-1.0,106.2*
CCOC(=O)c1cccnc1SC(CC)C(=O)NCc1ccco1 (stereo unspecified),3.4,27.7
CCC(C)NC(=O)CC(NS(=O)(=O)c1ccc(Cl)cc1)c1ccco1 (stereo unspecified),8.8,2.4
CCOC(=O)c1c(NC(=O)CN2CCOCC2)sc(C(=O)NC)c1C,4.8,-24.5
Cc1nc2ncnn2c(C)c1CCC(=O)NCc1ccccc1,-1.6,4.9
Cc1cc(N2CCC(C(N)=O)CC2)nc(-c2ccccc2)n1,-4.2,-2.2
O=C(Nc1ccn(Cc2ccccc2F)n1)c1ccc(COc2ccccc2Cl)cc1,2.2,18.5
CCOC(=O)c1cc[n+](CC(=O)c2ccc(F)cc2)cc1,-8.0,2.1
O=C(NNC(=O)c1ccccc1-n1cccc1)c1cccc(Cl)c1,5.0,5.5
Nc1cccc(C(=O)Nc2ccccc2Cl)c1,-0.8,6.9
Cc1c(Cl)cccc1NC(=O)CSCC(N)=O,-2.1,0.7
CC(C)OC(=O)c1cccnc1N1CCN(c2ccc(F)cc2)CC1,5.4,-1.6
O=C(CCC(=O)OCC(=O)c1ccc(Cl)cc1)NC1CCCCC1,1.3,3.2
Cc1ccc(NC(=O)CC2Nc3ccccc3NC2=O)cc1Cl (stereo unspecified),-0.5,-19.9

# Following part.
SMILES,PglD inh,C2C12 statin
CCCC(=O)NC(=S)Nc1cccc(C(C)=O)c1,-2.0,114.1*
Cc1ccc(S(=O)(=O)N(C)CCCC(=O)NCc2ccc3c(c2)OCO3)cc1,4.2,-0.6
CNC(=O)C1CC(=O)N(c2ccc(C)cc2)C1 (stereo unspecified),-3.1,47.1
Cc1ccccc1Oc1ncccc1C(=O)/C(C#N)=C/N(C)C,1.8,10.2
COc1ccc(O)c(C2NC(CC(C)C)(C(=O)O)C3C(=O)N(Cc4ccccc4)C(=O)C23)c1 (stereo unspecified),-0.4,-1.4
COc1ccccc1N1CCN(C2CCN(S(=O)(=O)c3ccc4ccccc4c3)CC2)CC1,1.6,-61.0
N/C(CN1CCCC1=O)=N\O,-1.8,2.7
COc1ccc(Br)cc1C(=O)Nc1cccc(-c2nnc(-c3ccco3)o2)c1,-3.2,-74.8
O=c1oc2ccccc2c(O)c1/C=N/c1ncccn1,-0.6,24.6
CC(=O)CCS(=O)(=O)c1ccc(C)c(C)c1,-0.1,100.5*
Cc1nc2ccc(NS(=O)(=O)c3ccc(C)c(C)c3)cc2s1,4.1,-15.6
Cc1ccc(C)c(OCC(=O)NCCN(C)C)c1,-10.6,3.2
CS(=O)(=O)N(CCc1ccccc1)CC(=O)N1CCN(c2ccc(F)cc2)CC1,-2.6,5.2
CCOC(=O)Cc1ccc(NS(=O)(=O)c2ccc(SC)cc2)cc1,-6.5,-1.4
Cc1c(NC(=O)NCc2ccccc2)c(=O)n(-c2ccccc2)n1C,0.7,-3.8
CC1=NN(C(=O)c2c(Br)cnn2C)C(O)(C(F)(F)F)C1 (stereo unspecified),-10.5,-4.5
Cn1ccnc1C(O)c1cc(C(C)(C)C)c(O)c(C(C)(C)C)c1 (stereo unspecified),-2.8,-1.2

# Compound activity from PubChem BioAssay.
